MITF inh: blocks human microphthalmia-associated transcription factor | AlphaScreen MITF homodimerization, bead proximity signal | AID 1259374 | 650,000 tested, 0.91% active | inhibition, % at 2.6 µM | O75030; in the data active = inhibition above about 50%;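 also: 0% = vehicle wells with protein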
GPR151 activ: activators of human GPR151; Q8TDV0; PathHunter beta-arrestin GPR151 cells, luminescence; activation, % at 11.2 µM; 650,000 tested, 1% active; AID 1508602; in the data active = activation above about 4.9%;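 also: 0% = median of compound wells and 100% = cells with positive control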
Target sequence (Q8TDV0 whole entry, looked up): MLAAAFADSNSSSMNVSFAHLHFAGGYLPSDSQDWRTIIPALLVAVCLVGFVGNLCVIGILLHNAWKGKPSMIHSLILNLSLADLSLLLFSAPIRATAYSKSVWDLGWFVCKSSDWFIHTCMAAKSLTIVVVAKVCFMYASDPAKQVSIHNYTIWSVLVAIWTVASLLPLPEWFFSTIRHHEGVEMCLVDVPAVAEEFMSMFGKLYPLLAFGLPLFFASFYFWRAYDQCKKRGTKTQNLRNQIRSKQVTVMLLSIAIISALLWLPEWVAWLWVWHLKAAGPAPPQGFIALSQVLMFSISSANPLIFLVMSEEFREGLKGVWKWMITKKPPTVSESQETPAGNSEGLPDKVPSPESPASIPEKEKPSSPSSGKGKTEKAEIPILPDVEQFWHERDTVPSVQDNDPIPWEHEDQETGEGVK
FBW7 activator: human FBW7 E3 ligase activation, primary screen | Q969H0 | AlphaScreen FBW7–phospho-cyclin E peptide binding, activator screen | normalized activity (activation), % at 26.1 µM | 650,000 tested, 0.13% active; in the data active = normalized activity above about 1.9%;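 also: purified mutant Fbw7 with reduced substrate affinity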
Target sequence (Q969H0 whole entry, looked up): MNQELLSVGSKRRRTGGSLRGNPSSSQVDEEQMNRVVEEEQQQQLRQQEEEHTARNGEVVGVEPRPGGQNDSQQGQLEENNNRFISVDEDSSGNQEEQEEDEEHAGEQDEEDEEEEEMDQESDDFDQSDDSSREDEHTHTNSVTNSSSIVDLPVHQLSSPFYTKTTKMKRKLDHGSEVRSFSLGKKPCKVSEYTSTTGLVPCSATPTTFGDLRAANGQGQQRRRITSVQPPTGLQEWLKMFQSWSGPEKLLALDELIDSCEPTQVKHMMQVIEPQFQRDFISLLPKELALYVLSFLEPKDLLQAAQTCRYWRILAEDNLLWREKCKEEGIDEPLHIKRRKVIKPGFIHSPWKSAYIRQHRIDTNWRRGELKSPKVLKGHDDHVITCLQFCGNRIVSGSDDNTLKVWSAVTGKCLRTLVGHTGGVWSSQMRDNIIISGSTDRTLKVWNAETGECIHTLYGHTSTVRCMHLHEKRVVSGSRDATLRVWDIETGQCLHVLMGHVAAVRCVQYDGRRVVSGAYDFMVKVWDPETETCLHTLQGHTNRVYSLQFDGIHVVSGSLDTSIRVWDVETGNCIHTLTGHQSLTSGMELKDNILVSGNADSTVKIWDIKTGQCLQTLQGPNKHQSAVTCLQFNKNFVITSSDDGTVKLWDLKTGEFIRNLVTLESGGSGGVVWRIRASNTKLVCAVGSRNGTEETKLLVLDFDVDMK
TEAD-YAP block: TEAD-YAP interaction inhibition. 640,000 tested, 1.4% active. HEK-TIYL cells, TEAD-Gal4/YAP UAS-luciferase luminescence. inhibition, % at 9.12 µM. AID 1259422; in the data active = inhibition above about 32%;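 also: 0% = median of test compound wells and 100% = reference inhibitor wells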
Active calls of the source: *.

What do the screens show for `COc1ccccc1NS(=O)(=O)c1ccc(O)c(C(=O)OCc2ccc(C#N)cc2)c1`?
MITF inh: 1; GPR151 activ: -0.4; FBW7 activator: 0.2; TEAD-YAP block: 8

How did COc1ccccc1C/C(N)=N/OC(=O)c1ccc(C)cc1 do in these assays?
MITF inh: 1; GPR151 activ: 1.0; FBW7 activator: 0.1; TEAD-YAP block: -21

What do the screens show for `CC(=O)C1C(c2cccc(F)c2)c2c(n[nH]c2C)CC1(C)O` (centres undefined)?
MITF inh: -3; GPR151 activ: 0.3; FBW7 activator: -0.1; TEAD-YAP block: -4

Results for Cc1[nH]c2ccccc2c(=O)c1CN(C)Cc1ccccc1 ?
MITF inh: -2; GPR151 activ: 0.7; FBW7 activator: -0.1; TEAD-YAP block: -22

How did CC(=O)SCC[N+](C)(C)C do in these assays?
MITF inh: 2; GPR151 activ: 1.3; FBW7 activator: 0.0; TEAD-YAP block: -7

Results for Cc1ccc(OCCn2c(-c3ccc(Cl)cc3)nc3ccccc3c2=O)cc1C ?
MITF inh: 10; GPR151 activ: 1.3; FBW7 activator: 0.0; TEAD-YAP block: -3

How did Cc1ccc(-c2nnn(C3CCN(C(=O)Cc4n[nH]c(=O)c5ccccc45)CC3)n2)cc1 do in these assays?
MITF inh: 13; GPR151 activ: -1.0; FBW7 activator: 0.6; TEAD-YAP block: 8

Results for CCOC(=O)C1=C(C)N=C2SCCC(=O)N2C1c1ccccc1 (centres undefined) ?
MITF inh: -11; GPR151 activ: 0.3; FBW7 activator: 0.2; TEAD-YAP block: 8

Results for CC(C)N(CCNc1cc(NCc2ccc3c(c2)OCO3)ncn1)C(C)C ?
MITF inh: 13; GPR151 activ: -2.3; FBW7 activator: 0.0; TEAD-YAP block: -9

How did COc1ccc(-c2csc(Nc3ccc(C)c(Cl)c3)n2)cc1F do in these assays?
MITF inh: 11; GPR151 activ: 0.3; FBW7 activator: 0.0; TEAD-YAP block: 1

What do the screens show for `O=C(CCCN1C(=O)/C(=C\c2cccs2)SC1=S)NNC(=O)c1ccccc1O`?
MITF inh: -1; GPR151 activ: 1.4; FBW7 activator: 0.0; TEAD-YAP block: -6

What do the screens show for `CC(=O)c1c(C)nnn1-c1nonc1-c1ccccc1`?
MITF inh: 16; GPR151 activ: 1.0; FBW7 activator: 0.2; TEAD-YAP block: 7

How did Nc1ncnc2c1cnn2-c1nc2ccccc2s1 do in these assays?
MITF inh: 12; GPR151 activ: -9.1; FBW7 activator: 0.1; TEAD-YAP block: 32

How did CCOC(=O)c1c(SCc2ccccc2C)nc(=O)[nH]c1C do in these assays?
MITF inh: -2; GPR151 activ: 0.5; FBW7 activator: 0.0; TEAD-YAP block: 12

What do the screens show for `O=C(Nc1ccncc1)c1ccccc1Br`?
MITF inh: -1; GPR151 activ: -1.0; FBW7 activator: 0.0; TEAD-YAP block: 9

What do the screens show for `CN(C(=O)c1ccc(Cl)cc1)C1(C)CCS(=O)(=O)C1` (centres undefined)?
MITF inh: 11; GPR151 activ: -0.2; FBW7 activator: -0.1; TEAD-YAP block: -1

Results for CC1(C)Cc2nc3nc(SCC(=O)c4ccc(Cl)cc4)n(-c4ccccc4)c(=O)c3cc2CO1 ?
MITF inh: 0; GPR151 activ: 1.2; FBW7 activator: 0.1; TEAD-YAP block: -6

How did O=C(Nc1ccccc1Cl)c1ccc(Oc2ccc(C(F)(F)F)cc2[N+](=O)[O-])cc1 do in these assays?
MITF inh: 2; GPR151 activ: -0.1; FBW7 activator: 0.0; TEAD-YAP block: -6

How did C/C(CC(=O)Nc1cc(C)ccn1)=N\NC(=O)c1ccc(C(C)(C)C)cc1 do in these assays?
MITF inh: -3; GPR151 activ: 0.2; FBW7 activator: -1.2; TEAD-YAP block: -4

How did Cc1cccc(-n2c(SCC(=O)NC(C)(C)C)nnc2-c2ccncc2)c1C do in these assays?
MITF inh: 22; GPR151 activ: -0.3; FBW7 activator: -0.1; TEAD-YAP block: -5

How did Cc1ccc([N+](=O)[O-])cc1NC(=O)C1C(c2ccccc2)=C1c1ccccc1 do in these assays?
MITF inh: 11; GPR151 activ: 1.0; FBW7 activator: 0.0; TEAD-YAP block: 4

How did O=C(Nc1ccc2c(c1)OCO2)C(F)(F)F do in these assays?
MITF inh: -11; GPR151 activ: 1.2; FBW7 activator: 0.0; TEAD-YAP block: 0

Results for Cc1ccc(-c2c(C(=O)N3CCN(c4ccc([N+](=O)[O-])cc4)CC3)oc(=O)c3ccccc23)cc1 ?
MITF inh: 0; GPR151 activ: 1.2; FBW7 activator: 0.0; TEAD-YAP block: -4

How did O=C(NCc1ccco1)c1ccc2cncc(-c3cc4ccccc4o3)c2n1 do in these assays?
MITF inh: 3; GPR151 activ: 0.2; FBW7 activator: -0.3; TEAD-YAP block: 54*

Results for COc1ccc(C(=O)Nc2ccc(OCc3ccccc3)cc2)c(OC)c1 ?
MITF inh: 15; GPR151 activ: -1.4; FBW7 activator: 0.3; TEAD-YAP block: 90*

Results for c1ccc(Nc2cc(NC3CC3)ncn2)nc1 ?
MITF inh: 16; GPR151 activ: -1.3; FBW7 activator: 0.2; TEAD-YAP block: -23

What do the screens show for `COc1ccc(/C=N/NC(=O)C(=O)Nc2cccc(C(F)(F)F)c2)c(OC)c1`?
MITF inh: -2; GPR151 activ: -0.3; FBW7 activator: -0.1; TEAD-YAP block: -8

What do the screens show for `CN(C)c1nc2nonc2nc1NCCN1CCCCC1=O`?
MITF inh: -4; GPR151 activ: -1.3; FBW7 activator: -0.1; TEAD-YAP block: -5

Results for CCOC(=O)c1c(C)n(CCCNc2ccc([N+](=O)[O-])cc2)c2ccc(O)cc12 ?
MITF inh: -5; GPR151 activ: -0.3; FBW7 activator: -0.1; TEAD-YAP block: -4

What do the screens show for `CCOC(=O)c1cccc(C(=O)Oc2ccc3cc(Br)ccc3c2)n1`?
MITF inh: 10; GPR151 activ: 1.1; FBW7 activator: 0.0; TEAD-YAP block: 0

How did Cc1ccc(-c2nc(Nc3cc(F)ccc3C)c3ccccc3n2)cc1 do in these assays?
MITF inh: -6; GPR151 activ: -0.7; FBW7 activator: 0.2; TEAD-YAP block: 5

Results for COc1ccc(C(=O)Nc2ccc3oc(-c4ccncc4)nc3c2)cc1 ?
MITF inh: -4; GPR151 activ: 0.0; FBW7 activator: 0.0; TEAD-YAP block: -14

How did CCCCC(=O)Nc1sc2c(c1C(=O)NC)CCN(C(=O)OC)C2 do in these assays?
MITF inh: -2; GPR151 activ: 0.5; FBW7 activator: 0.0; TEAD-YAP block: 10

How did COc1cc(/C=C2\NC(=O)N(Cc3ccc(Cl)cc3)C2=O)ccc1OCc1ccc(F)cc1 do in these assays?
MITF inh: 7; GPR151 activ: 0.6; FBW7 activator: -0.1; TEAD-YAP block: 13

How did C=CCOc1ccc(Br)cc1C(c1c(C)[nH][nH]c1=O)c1c(C)[nH][nH]c1=O do in these assays?
MITF inh: 8; GPR151 activ: 0.9; FBW7 activator: -0.7; TEAD-YAP block: 5

Results for O=C(CCS(=O)(=O)Cc1ccc(Cl)cc1)NCCc1ccccc1 ?
MITF inh: 6; GPR151 activ: 0.1; FBW7 activator: 0.0; TEAD-YAP block: -2

Results for CCCCN(CCCC)C(=O)CCS(=O)(=O)c1ccc2c(c1)n(C)c(=O)c(=O)n2C ?
MITF inh: 6; GPR151 activ: 1.5; FBW7 activator: 1.0; TEAD-YAP block: 3

What do the screens show for `COc1ccc(C(=O)COC(=O)C2C3CCC(C3)C2C(=O)c2ccccc2)cc1` (centres undefined)?
MITF inh: 5; GPR151 activ: -0.9; FBW7 activator: 0.0; TEAD-YAP block: -13

What do the screens show for `COC(=O)c1ccc2c(=O)n(CCc3ccc(S(N)(=O)=O)cc3)c(SCC(=O)NCc3ccccc3)nc2c1`?
MITF inh: 15; GPR151 activ: 0.4; FBW7 activator: 0.0; TEAD-YAP block: 16

What do the screens show for `CCc1ccccc1NC(=O)C(C)N(c1ccc(C)cc1)S(C)(=O)=O` (centres undefined)?
MITF inh: -1; GPR151 activ: -1.4; FBW7 activator: 0.0; TEAD-YAP block: -6

What do the screens show for `CC(=O)c1cn(CC(=O)Nc2cccc(C(F)(F)F)c2)c2ccccc12`?
MITF inh: 1; GPR151 activ: 0.2; FBW7 activator: -0.1; TEAD-YAP block: 29

How did Cn1cc(C(=O)NC2CCCCC2)c(=O)c2cc(S(=O)(=O)N3CCCC3)ccc21 do in these assays?
MITF inh: 6; GPR151 activ: 0.5; FBW7 activator: 0.1; TEAD-YAP block: -5

Results for Nc1nc2ccccc2c(=O)[nH]1 ?
MITF inh: -4; GPR151 activ: -0.6; FBW7 activator: -0.1; TEAD-YAP block: 4

What do the screens show for `O=C(c1ccc(Cn2c(=S)[nH]c3cc4c(cc3c2=O)OCO4)cc1)N1CCC(Cc2ccccc2)CC1`?
MITF inh: 12; GPR151 activ: -1.0; FBW7 activator: 0.1; TEAD-YAP block: -3

How did COc1ccc(NC(=O)c2sc3nc4cc(OC)c(OC)cc4cc3c2N)cc1OC do in these assays?
MITF inh: 9; GPR151 activ: -0.3; FBW7 activator: 0.0; TEAD-YAP block: -14

A stretch of the results above, for reference:
What do the screens show for `COc1ccc(C(=O)COC(=O)C2C3CCC(C3)C2C(=O)c2ccccc2)cc1` (centres undefined)?
MITF inh: 5; GPR151 activ: -0.9; FBW7 activator: 0.0; TEAD-YAP block: -13

What do the screens show for `COC(=O)c1ccc2c(=O)n(CCc3ccc(S(N)(=O)=O)cc3)c(SCC(=O)NCc3ccccc3)nc2c1`?
MITF inh: 15; GPR151 activ: 0.4; FBW7 activator: 0.0; TEAD-YAP block: 16

What do the screens show for `CCc1ccccc1NC(=O)C(C)N(c1ccc(C)cc1)S(C)(=O)=O` (centres undefined)?
MITF inh: -1; GPR151 activ: -1.4; FBW7 activator: 0.0; TEAD-YAP block: -6

What do the screens show for `CC(=O)c1cn(CC(=O)Nc2cccc(C(F)(F)F)c2)c2ccccc12`?
MITF inh: 1; GPR151 activ: 0.2; FBW7 activator: -0.1; TEAD-YAP block: 29

How did Cn1cc(C(=O)NC2CCCCC2)c(=O)c2cc(S(=O)(=O)N3CCCC3)ccc21 do in these assays?
MITF inh: 6; GPR151 activ: 0.5; FBW7 activator: 0.1; TEAD-YAP block: -5

Results for Nc1nc2ccccc2c(=O)[nH]1 ?
MITF inh: -4; GPR151 activ: -0.6; FBW7 activator: -0.1; TEAD-YAP block: 4

What do the screens show for `O=C(c1ccc(Cn2c(=S)[nH]c3cc4c(cc3c2=O)OCO4)cc1)N1CCC(Cc2ccccc2)CC1`?
MITF inh: 12; GPR151 activ: -1.0; FBW7 activator: 0.1; TEAD-YAP block: -3

Going on with the list.
What do the screens show for `CCC(CC)NCc1ccc(OC)c(C)c1`?
MITF inh: 17; GPR151 activ: 0.6; FBW7 activator: -0.3; TEAD-YAP block: -2

Results for O=C(CCS(=O)(=O)c1ccc(Br)s1)NCc1cccs1 ?
MITF inh: 9; GPR151 activ: 1.0; FBW7 activator: 0.6; TEAD-YAP block: -1

What do the screens show for `CCCN1C(=O)CN(C2CCC(C)CC2)C(=O)C1c1ccc(OC(C)C)c(OC)c1` (centres undefined)?
MITF inh: 13; GPR151 activ: -1.3; FBW7 activator: 0.5; TEAD-YAP block: -13

What do the screens show for `O=C(CCn1cccc1)NCc1ccc(Cl)cc1`?
MITF inh: 4; GPR151 activ: -0.6; FBW7 activator: -0.1; TEAD-YAP block: 2

How did CCOc1ccc(C(=O)Nc2ccc([N+](=O)[O-])cc2OC)cc1Br do in these assays?
MITF inh: -7; GPR151 activ: 1.6; FBW7 activator: -0.2; TEAD-YAP block: -5

How did O=C1C(Cc2ccccc2)NC(=S)N1C1CCCCC1 (centres undefined) do in these assays?
MITF inh: 7; GPR151 activ: 0.8; FBW7 activator: -0.2; TEAD-YAP block: -11

Results for O=C(Nc1ccncc1)c1cnn(-c2ccccc2)c1-n1cccc1 ?
MITF inh: 2; GPR151 activ: 0.4; FBW7 activator: -0.2; TEAD-YAP block: 2

How did CC(C)c1ccc(NC(=O)C2C3C=CC4(O3)C2C(=O)N(C2CCCCC2)C4C(=O)NC2CCCCC2C)cc1 (centres undefined) do in these assays?
MITF inh: 16; GPR151 activ: 0.6; FBW7 activator: 0.1; TEAD-YAP block: -12

How did O=C(O)CCN1C(=O)c2ccc(NC(=O)Cc3cccs3)cc2C1=O do in these assays?
MITF inh: 10; GPR151 activ: -1.8; FBW7 activator: -0.9; TEAD-YAP block: 5

Results for c1ccc(Cn2c(COc3ccccc3)nc3ccccc32)cc1 ?
MITF inh: -5; GPR151 activ: -0.2; FBW7 activator: -0.1; TEAD-YAP block: -14

Results for CCOC(=O)c1sc(NC(=O)COc2ccc3c(c2)OCO3)c(C(=O)OCC)c1C ?
MITF inh: -14; GPR151 activ: 0.3; FBW7 activator: -0.3; TEAD-YAP block: 2

How did Cc1noc(C)c1C(=O)OCC(=O)Nc1ccc(OC(F)(F)F)cc1 do in these assays?
MITF inh: -3; GPR151 activ: 0.4; FBW7 activator: 0.1; TEAD-YAP block: 10

How did CCOc1cc(/C=C2/SC(=Nc3ccccc3Cl)NC2=O)ccc1OCc1ccccc1 do in these assays?
MITF inh: -11; GPR151 activ: -0.2; FBW7 activator: 0.1; TEAD-YAP block: 4

What do the screens show for `Cc1cccc(OCC(=O)Nc2ccccc2S(=O)(=O)Nc2ccc(Cl)cc2)c1`?
MITF inh: -5; GPR151 activ: 0.6; FBW7 activator: 0.1; TEAD-YAP block: 4

Results for Cc1ccc(N=Nc2sc3nc4c(c(=O)n(C)c(=O)n4C)n3c2O)cc1 ?
MITF inh: -11; GPR151 activ: -1.1; FBW7 activator: 0.0; TEAD-YAP block: 8

Quoted at random: two records from the list
Results for O=C(CCS(=O)(=O)c1ccc(Br)s1)NCc1cccs1 ?
MITF inh: 9; GPR151 activ: 1.0; FBW7 activator: 0.6; TEAD-YAP block: -1

What do the screens show for `CCC(CC)NCc1ccc(OC)c(C)c1`?
MITF inh: 17; GPR151 activ: 0.6; FBW7 activator: -0.3; TEAD-YAP block: -2

Compounds were not picked by outcome; about 3.4% have a hit in one of these screens.
